From PubChem BioAssay
S1P3 agonist: human S1P3 receptor agonists, primary screen, cell-based, primary and confirmation, NFAT-BLA reporter; activation, % at 4.5 µM; S1P3 NFAT-BLA reporter cells, agonism, FRET ratio; relative to 1 µM S1P, basal subtracted; AID 373, 2006; 0.1% of 60,000 active;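 active means activation above the screen-wide mean plus 3 SD, cut at about 4.5% in these data, passing the limit was not always enough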; further: some compounds called inactive have numbers as strong as hits
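Measure – % activation relative to 1 µM S1P (100%), per plate · System – stable CHO line with human S1P3, Gα16, NFAT-BLA reporter · Timing – cells plated overnight, compound 4 h 37 °C, substrate 2 h RT · Technique – fluorescent BLA substrate, ex 405 nm, em 460/535 nm ratio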
S1P1 ag pot: S1P1 agonists and agonism potentiators, primary screen, cell-based, primary and confirmation screens, CRE-bla reporter | Sphingosine 1-phosphate receptor 1 (Homo sapiens), P21453 | S1P1 CRE-bla cells, forskolin, beta-lactamase FRET, potentiator mode; S1P1 agonist co-added at EC20, 2 nM; 100% = saturating reference agonist, 0% = basal | activation, % at 9.5 µM | 0.57% of 56,000 active;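 active means activation above a cutoff set at the mean activation of all tested compounds plus 3 SD, cut at about 54% in these data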;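 further: forskolin at 4 µM as EC80 and the EC20 agonist is SEW2871; 100% = SEW2871 at its EC100 plus forskolin at EC80; some compounds past the cut are filed as inactive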
HTR1E agonist: 5-HT1E receptor agonists, primary screen, cell-based, HTS; 0.69% of 65,000 active; 5-hydroxytryptamine receptor 1E (Homo sapiens), P28566; activation, % at 6 µM; CHO 5-HT1E Ga15 NFAT-bla reporter, FRET; 0% DMSO wells, 100% control agonist wells;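 active means activation above a set limit, the screen-wide mean activation plus 3 SD, cut at about 8.5% in these data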;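 further: 100% = positive control agonist at 1 µM giving full maximal response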
5HT1E antag: 5-HT1E receptor antagonists, primary screen, cell-based, HTS; CHO 5-HT1E Ga15 NFAT-bla reporter, FRET, antagonist; inhibition, % at 6 µM; 0.99% of 65,000 active;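 active means inhibition above a set limit, the mean inhibition across every tested compound plus 3 SD, cut at about 29% in these data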;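 further: signal is the 460 over 535 nm emission ratio of beta-lactamase substrate; 0% = agonist plus DMSO wells and 100% = wells without agonist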
5-HT1A blocker: human 5-HT1a receptor antagonists, primary screen, cell-based, CHO, Ga15 NFAT-bla reporter; 5-hydroxytryptamine receptor 1A (Homo sapiens), P08908; CHO 5-HT1a Ga15 NFAT-bla reporter, antagonist mode; inhibition, % at 10 µM; 0.68% of 62,000 active; AID 612, 2007;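 active means inhibition above the mean of all tested compounds plus 3 SD, cut at about 43% in these data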;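 further: receptor stimulated by 5-CT agonist at 100 nM near EC80; beta-lactamase reporter measured by ratiometric fluorescence of a cleavable substrate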
Target sequence (P08908 whole entry, looked up): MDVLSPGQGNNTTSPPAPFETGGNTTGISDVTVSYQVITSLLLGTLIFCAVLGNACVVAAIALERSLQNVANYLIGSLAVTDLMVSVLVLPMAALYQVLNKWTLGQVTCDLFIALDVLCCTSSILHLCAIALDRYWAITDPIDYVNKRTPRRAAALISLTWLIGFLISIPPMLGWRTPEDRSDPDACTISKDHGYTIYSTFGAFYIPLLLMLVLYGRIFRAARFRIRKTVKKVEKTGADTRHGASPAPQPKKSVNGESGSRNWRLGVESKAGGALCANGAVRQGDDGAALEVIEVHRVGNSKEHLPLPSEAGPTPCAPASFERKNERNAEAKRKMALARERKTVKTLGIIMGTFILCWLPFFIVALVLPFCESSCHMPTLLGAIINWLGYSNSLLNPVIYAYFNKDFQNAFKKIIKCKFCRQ
RORA act: activators of orphan receptor RORA, primary screen, cell-based, luminescence | activation, % at 10 µM | CHO-K1 Gal4-RORA LBD luciferase reporter; percent increase over mock-subtracted basal signal | 1.5% of 65,000 active | Nuclear receptor ROR-alpha (Homo sapiens), P35398;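 active means activation above the mean of all tested compounds plus 3 SD, cut at about 49% in these data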;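 further: 0% = DMSO-treated RORA cells and 100% = added signal equal to DMSO minus mock-transfected cells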
Target sequence (P35398 whole entry, looked up, the tested form may be a part): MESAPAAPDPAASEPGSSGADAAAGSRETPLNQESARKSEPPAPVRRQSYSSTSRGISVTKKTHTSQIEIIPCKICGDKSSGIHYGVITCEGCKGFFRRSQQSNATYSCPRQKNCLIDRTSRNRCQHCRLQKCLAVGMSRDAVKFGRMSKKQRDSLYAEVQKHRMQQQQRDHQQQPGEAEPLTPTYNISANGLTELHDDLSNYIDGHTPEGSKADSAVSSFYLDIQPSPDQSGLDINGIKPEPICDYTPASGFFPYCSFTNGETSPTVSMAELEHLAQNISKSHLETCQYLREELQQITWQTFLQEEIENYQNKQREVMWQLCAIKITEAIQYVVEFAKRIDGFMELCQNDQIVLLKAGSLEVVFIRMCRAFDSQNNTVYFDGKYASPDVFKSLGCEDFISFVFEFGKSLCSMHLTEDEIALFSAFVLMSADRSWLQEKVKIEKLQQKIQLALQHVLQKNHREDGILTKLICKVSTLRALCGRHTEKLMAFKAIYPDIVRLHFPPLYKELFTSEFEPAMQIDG
AP ELISA ortho: alternative complement pathway inhibitors, primary screen, biochemical, ELISA, human serum, orthogonally pooled compounds; inhibition, % at 5 µM; 0.08% of 62,000 active; LPS-coated ELISA, C3 deposition; tested in compound mixtures;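 active means inhibition above 30% in each of the two pooled mixtures holding the compound, so the lower value exceeds 30%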;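 further: 0% = serum in Mg-EGTA without compound and 100% = EDTA serum blank; some compounds past the cut are filed as inactive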
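Assay system: human serum alternative complement pathway, C3 deposition on LPS-coated wells; Dosing: 5 µM per compound in ten-compound mixtures; Detection: Anti-C3 ELISA, OD 450 nm; Buffer or medium: Mg2+-EGTA GVB++ buffer containing human serum at 1:15 dilution; Timing: 1 h at 37 °C; Replication: two different pools per compound.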
tolC growth inh: growth inhibitors of E. coli tolC mutant, primary screen, strain BW25113 ΔtolC::kan, 384-well | growth inhibition, % at 10 µM (by protocol) | AID 573, 2007 | 2.2% of 65,000 active | OD615;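 active means growth inhibition at or above a cutoff equal to the mean over every tested compound plus 3 SD, cut at about 60% in these data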;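 further: growth measured after 20 h incubation at 37 °C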
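Signal: optical density read at 615 nm; Assay system: E. coli ΔtolC::kan strain BW25113; Times: 20 h incubation with compound, 37 °C; Dosing: 10 µM final, single dose.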
SF-1 act: activators of human SF-1, primary screen, cell-based, CHO-K1, Gal4-SF-1 LBD, luciferase luminescence. Steroidogenic factor 1 (Homo sapiens), Q13285. CHO-K1 Gal4-SF-1 LBD luciferase reporter; % increase over DMSO SF-1-specific signal. activation, % at 10 µM. 1.9% of 65,000 active;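 active means activation above the mean activation of all tested compounds plus 3 SD, cut at about 50% in these data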
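System: CHO-K1 cells with Gal4–hSF-1 LBD chimera plus Gal4-driven luciferase; quantity: 4,000 CHO-K1 cells per well; compound: one dose, 10 µM compound, 1% DMSO; times: 20 h compound treatment, 37 °C; measured by: SteadyLite luciferase luminescence; read-out: percent activation versus DMSO; benchmarks: DMSO and mock-transfected background; replicates: one test per compound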
Starred values were filed as active, the others as inactive; . = not tested or not shown. Random draw from the library; overall some 7.1% were active at least once.

SMILES	S1P3 agonist	S1P1 ag pot	HTR1E agonist	5HT1E antag	5-HT1A blocker	RORA act	AP ELISA ortho	tolC growth inh	SF-1 act
O=C(Nc1ccc(Oc2ccc(NC(=O)c3ccco3)c(NC(=O)c3ccco3)c2)cc1)c1ccco1	0.3	-10	-1.2	18	59*	15	10	17	16
CN1CCN(CCCCOc2ccc(F)cc2)CC1	-4.2	9	-0.6	-15	.	-2	.	4	-9
c1csc(-c2nc3ccccc3[nH]2)c1	-0.5	.	0.1	2	9	43	2	17	94*
CCOC(=O)C1CCCN(c2ncnc3c2cnn3-c2ccc(OC)cc2)C1 (centres undefined)	.	.	0.7	-6	4	42	14	42	58*
CCn1c(SCC(=O)NCc2ccco2)nnc1-c1cccs1	-0.7	-51	-0.2	-11	-8	-7	24	-12	-5
O=C(NC1CCCC1)C1CC(c2ccc(F)cc2)=NO1 (centres undefined)	0.7	4	-0.3	10	2	25	6	-10	49
CC(C)Cc1cc(C(=O)Nc2ccc3c(c2)OCO3)no1	-0.7	17	-0.1	9	10	25	12	1	43
CCc1ccc2oc(-c3cc(N)ccc3Cl)nc2c1	-0.7	3	-0.3	6	17	-50	-11	60	-17
Cc1ccc(S(=O)(=O)NCCCN2CCOCC2)cc1C	-0.8	.	0.3	-6	-7	13	16	-16	8
O=C(OCC(=O)N1CCN(C(=O)c2ccco2)CC1)c1sc2cc(F)ccc2c1Cl	-1.1	8	-0.7	-5	4	-33	6	-5	5
Cc1ccc(-n2nc(C)c3cc(C(=O)O)sc32)cc1	-1.0	-12	0.4	3	3	-9	0	16	2
O=C(CSc1nnc2ccccn12)N1CCOCC1	.	.	1.6	2	-6	18	8	-23	9
CCCC(=O)NC(C)c1nc2ccccc2n1C(C)C (centres undefined)	-0.4	2	-1.3	4	2	-5	11	-17	-6
Cn1cccc1-c1nc2ccc(NC(=O)c3ccccc3)cc2[nH]1	0.0	.	1.0	6	6	26	10	11	10
O=C(Nc1nccs1)C1CCCN(S(=O)(=O)c2cccc3cccnc23)C1 (centres undefined)	-1.6	-8	0.4	11	-3	-6	16	3	6
COc1cccc(NC2=NCC(=O)N2Cc2cccs2)c1	.	.	0.7	7	-3	4	10	-2	-1
CCOC(=O)c1c(C)[nH]c(C(=O)CN2CC(C)OC(C)C2)c1C (centres undefined)	-1.2	-10	-1.9	9	-9	2	4	-2	-14
Cc1cc(C)n(-c2ccc(C(=O)OCC(=O)c3ccc(Br)s3)cc2)n1	-0.5	12	0.2	-4	2	-10	-12	20	2
COc1ccc(CNC(=O)CSc2nc3nc(C)cc(C)n3n2)cc1	0.3	10	0.7	6	6	-1	10	-2	-5
COc1ccc(OC)c(NS(=O)(=O)c2ccc(SC)cc2)c1	-0.8	16	-0.1	17	8	24	5	3	18
O=C(NCCOC(=O)c1ccncc1)c1ccccc1	0.0	-27	-0.3	5	-8	-3	10	-10	-3
COc1cccc(NS(=O)(=O)c2nc3nc(C)cc(C)n3n2)c1	1.3	-26	0.7	-7	-4	-6	11	0	4
Cc1cc(C)n2nc(SCC3COc4ccccc4O3)nc2n1 (centres undefined)	-1.1	-3	-0.5	-1	-10	29	4	10	55*
c1ccc(-n2cccc2CNC2CCCCC2)cc1	-0.6	4	-0.8	3	26	-5	16	-4	-2
COc1ccc(NS(=O)(=O)c2ccc(NC(=O)C(C)(C(F)(F)F)C(F)(F)F)cc2)nn1	-0.6	-7	0.8	-7	-79	8	12	7	-14
(more compounds)
SMILES	S1P3 agonist	S1P1 ag pot	HTR1E agonist	5HT1E antag	5-HT1A blocker	RORA act	AP ELISA ortho	tolC growth inh	SF-1 act
CC1CCCCN1S(=O)(=O)c1ccc(S(=O)(=O)N2CCN(c3ccc(F)cc3)CC2)cc1 (centres undefined)	-0.4	-19	-0.7	-1	10	-3	0	1	1
C[C@]12CC[C@@H]3c4ccc(O)cc4C(=O)C[C@H]3[C@@H]1CC[C@@H]2O	0.3	-24	1.0	1	.	-33	1	10	-8
NS(=O)(=O)c1ccc(NC(=O)CSC2CCCCC2)cc1	1.2	8	1.2	-4	-7	14	7	-3	3
Cc1noc(NS(=O)(=O)c2ccc(NC(=O)c3ccoc3C)cc2)c1C	-1.1	.	0.7	-8	-4	-11	4	0	-3
Cn1cnnc1SCC(=O)c1c[nH]c2ccccc12	1.4	-3	-0.1	10	0	18	20	-4	30
O=C(O)c1ccc(CNC(=O)c2ccc(Br)o2)cc1	-0.1	.	1.2	-38	5	5	0	-32	19
O=C(CCSc1nnc(-c2ccncc2)o1)Nc1ccc(F)cc1	0.0	-2	-1.1	2	-14	-5	14	-6	12
OC(COCc1cccs1)CN1CCCCCC1 (centres undefined)	-1.0	-11	-1.2	6	2	-7	17	5	-4
N/C(Cn1nnc(-c2ccccc2)n1)=N\O	-1.1	-20	-0.5	-1	0	-13	14	-36	8
COc1ccc(NC(=O)NCc2cccnc2)cc1OC	-0.8	-6	-0.1	-9	8	-17	16	-5	-4
CN(C)c1[nH]c(=O)c(C#N)c2c1CCN2Cc1ccccc1	-0.3	-5	0.5	-2	-7	7	17	-15	1
CCN1CCN(C(c2cccs2)C(C)NS(=O)(=O)c2ccc(Br)cc2)CC1 (centres undefined)	.	.	0.3	10	-4	4	12	10	2
CCN1CCc2c(C#N)c(N3CCOCC3)nc(NCCO)c2C1	-5.3	-7	0.0	0	.	-15	.	-13	9
COc1cccc(C2/C(=C(\O)c3ccc4c(c3)OCCO4)C(=O)C(=O)N2CCN(C)C)c1 (centres undefined)	-4.2	-16	-0.9	9	.	-8	.	10	7
Cc1cc(C(=O)CSc2nnnn2C)c(C)n1CCc1ccc(Cl)cc1	2.4	10	2.6	-1	-9	-23	8	-7	-2
Cc1nc2c(C(=O)NCCc3ccccc3)c[nH]n2c(=O)c1Cl	.	.	0.5	-4	-2	-1	3	40	-1
CC1(C)Cc2c(sc3nc(-c4cc5ccccc5o4)n(N)c(=O)c23)CO1	-0.6	.	-0.3	15	8	59*	3	-7	35
COc1ccc2[nH]cc(C(=O)CN3CCN(C4CCCCC4)CC3)c2c1	-0.1	-3	-0.2	1	-16	-18	10	-12	1
O=C(COc1ccc(Cl)cc1)NCCCn1ccnc1	-1.0	-11	0.5	6	3	-8	9	-8	9
O=C(Oc1ccc(OC(=O)N2CCCCC2)cc1)c1ccccc1	-0.4	-21	-0.2	4	-2	2	21	-9	7
COc1ccc(Oc2coc3c(CN(C)C)c(O)ccc3c2=O)cc1	.	.	0.4	-1	-5	-2	16	-10	6
CC1Cc2ccccc2N1C(=O)Cn1c(=O)oc2cc(S(=O)(=O)N3CCCCC3)ccc21 (centres undefined)	-0.9	15	0.1	3	-10	-18	13	18	1
CCOC(=O)c1c(NC(=O)c2noc3c2CCCC3)sc2c1CCCC2	-1.0	-3	0.9	-7	-1	9	4	-19	-5
O=c1c2ccccc2nnn1CSc1nnc(Nc2ccccc2)s1	-1.1	10	-0.2	4	-6	-4	21	-5	-9
Cc1ccccc1-c1nc(CS(=O)CC(=O)NCCCN(C)c2ccccc2)c(C)o1 (centres undefined)	-1.2	12	-0.5	-5	15	3	14	19	-10
Remaining list, next part:
SMILES	S1P3 agonist	S1P1 ag pot	HTR1E agonist	5HT1E antag	5-HT1A blocker	RORA act	AP ELISA ortho	tolC growth inh	SF-1 act
CCCC(=O)N(CCc1ccccc1)Cc1nc2ccccc2c(=O)[nH]1	-0.5	8	-0.4	-2	6	-12	22	8	-6
N=c1n(CCN2CCCCC2)c2ccccc2n1CC(O)c1cccc(Br)c1 (centres undefined)	-0.8	-1	0.3	-1	54*	-7	6	35	4
O=c1c2c3nc4ccccc4nc3n(/N=C/c3cccs3)c2ncn1-c1ccccc1	0.1	-5	1.1	-3	-26	-4	9	28	-2
COCC(=O)n1nc(-c2ccccc2)nc1NCc1ccc(F)cc1	0.4	39	-0.7	-2	-8	19	9	8	13
Cc1nn(CCCC(=O)N2CCc3ccccc3C2)c(=O)c2cc3sccc3n12	-1.2	-4	-0.1	-9	-18	31	3	34	-2
COC(=O)CCn1nnc(-c2ccc(C(C)C)cc2)n1	-0.9	11	0.1	-3	1	3	10	-10	-8
